M1 ag parental: nonselective activator or artifact in parental CHO-K1 cells; activation, % at 3 µM; 0.48% of 360,000 active; Fluo-8 calcium fluorescence; scaled to maximal ATP response, vehicle zero; AID 602248; in the data active = activation above about 15%;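 note: untransfected CHO-K1 host cells lacking M1 receptor as counterscreen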
CHO-K1 Ca antag: counter-screen for M1 antagonists: effect in parental CHO-K1 cells | ATP-induced calcium, Fluo-8 fluorescence | 0.6% of 360,000 active | inhibition, % at 3 µM | AID 602250;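 active = inhibition above a per-plate cutoff, the plate's mean sample inhibition plus 3 SD, cut at about 24% in these data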;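 note: 0% = DMSO plus EC80 ATP and 100% = DMSO alone without ATP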
TAAR1 agonist: agonists of human TAAR1; activation, % at 3 µM; CHO RD-HGA16 TAAR1, Fluo-8 calcium fluorescence; vehicle wells 0%, saturating PEA agonist 100%; AID 624467; Q96RJ0; 0.99% of 360,000 active;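 active = activation above the mean activation of all test compounds in the run plus 3 SD, cut at about 38% in these data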
Target sequence (Q96RJ0 whole entry, looked up): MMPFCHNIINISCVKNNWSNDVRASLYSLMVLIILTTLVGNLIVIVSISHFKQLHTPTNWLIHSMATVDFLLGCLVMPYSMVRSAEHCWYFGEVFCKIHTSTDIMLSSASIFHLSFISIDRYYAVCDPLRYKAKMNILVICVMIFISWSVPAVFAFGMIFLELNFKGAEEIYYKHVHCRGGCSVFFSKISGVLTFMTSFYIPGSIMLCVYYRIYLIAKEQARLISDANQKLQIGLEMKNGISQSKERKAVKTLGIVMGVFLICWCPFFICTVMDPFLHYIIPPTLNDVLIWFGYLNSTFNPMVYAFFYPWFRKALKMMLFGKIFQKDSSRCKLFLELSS
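System: CHO-derived RD-HGA16 cells with stable Gα16 and human TAAR1 / Times: 17-24 h plating, Fluo-8 75 min 37 °C, 30 min RT / Technique: calcium-sensitive Fluo-8 signal, excitation 470-495, emission 515-575 nm / Measure: % activation relative to PEA EC100 response / Benchmarks: DMSO and PEA EC100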
CHRM1 agonist: agonists of human M1 muscarinic receptor | P11229 | CHO-K1 hM1, Fluo-8 calcium fluorescence, agonist mode; 0% DMSO, 100% acetylcholine EC100 | activation, % at 3 µM | 0.33% of 360,000 active;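 active = activation above the run's mean compound activation plus 3 SD, cut at about 16% in these data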;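 note: peak over basal fluorescence ratio within a 140 s kinetic read after compound addition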
Target sequence (P11229 whole entry, looked up): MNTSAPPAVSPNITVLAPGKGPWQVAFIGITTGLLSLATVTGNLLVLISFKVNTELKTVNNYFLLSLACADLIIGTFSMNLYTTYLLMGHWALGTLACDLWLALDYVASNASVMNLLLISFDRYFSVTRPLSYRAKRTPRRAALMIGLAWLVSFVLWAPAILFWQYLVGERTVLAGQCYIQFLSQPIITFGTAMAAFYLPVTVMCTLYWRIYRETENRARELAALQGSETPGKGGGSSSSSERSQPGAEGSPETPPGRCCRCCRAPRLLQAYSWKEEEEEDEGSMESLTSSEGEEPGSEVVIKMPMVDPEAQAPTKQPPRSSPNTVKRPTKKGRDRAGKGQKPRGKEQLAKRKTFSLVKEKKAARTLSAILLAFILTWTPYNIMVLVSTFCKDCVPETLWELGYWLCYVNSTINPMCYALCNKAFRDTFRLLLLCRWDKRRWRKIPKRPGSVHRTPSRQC
CHO-K1 Ca PAM: M1 PAM counterscreen hit in parental CHO-K1 cells; 0.02% of 360,000 active; ATP EC20, Fluo-8 calcium fluorescence; 0% at ATP EC20, 100% at ATP max; AID 602247; activation, % at 3 µM;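 active = activation above the run cutoff, the mean activation of all test compounds plus 3 SD, cut at about 40% in these data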;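 note: peak over basal fluorescence ratio in a 140 s read after ATP addition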
CHRM1 PAM: human CHRM1 positive allosteric modulation. P11229. CHO-K1 hM1, Fluo-8 calcium fluorescence, ACh EC20; 0% = ACh EC20, 100% = maximal ACh. activation, % at 3 µM. 0.088% of 360,000 active; in the data active = activation above about 19%, passing the limit was not always enough
CHRM1 antagonist: antagonists of human M1 muscarinic receptor; P11229; CHO-K1 hM1, Fluo-8 calcium fluorescence, ACh EC80 antagonist; inhibition, % at 3 µM; 1.3% of 360,000 active;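 active = percent inhibition above its own plate's cutoff, namely the mean of that plate's compound wells plus 3 SD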;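 note: peak over basal fluorescence ratio during 140 s after agonist addition; 0% = ACh EC80 plus DMSO and 100% = DMSO alone without agonist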
TAAR1 antag: human TAAR1 antagonism. 1.5% of 360,000 active. CHO RD-HGA16 TAAR1, Fluo-8 calcium fluorescence, antagonist. inhibition, % at 3 µM;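 active = inhibition above a per-plate cutoff, the mean inhibition of test compounds on that plate plus 3 SD, cut at about 49% in these data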;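 note: 0% = DMSO plus EC80 beta-PEA response and 100% = DMSO alone without agonist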
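Test system: RD-HGA16 CHO cells with stable hTAAR1 and Gα16 / Probe or stimulus: EC80 β-phenethylamine stimulus / Times: seeding 17-24 h prior, 75-min 37 °C, 30-min RT dye loading / Detection: Fluo-8 calcium-sensitive fluorescence / Read-out basis: % inhibition scaled between DMSO and EC80 PEA controls / Repeats: singlicate, one well per test compound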
CHO parental Ca: counter-screen for OX1R antagonists: effect in parental CHO cells. parental CHO-K1, ATP-induced calcium, Fluo-8 fluorescence. inhibition, % at 5.6 µM. 0.63% of 330,000 active;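 active = inhibition above that plate's mean sample inhibition plus 3 SD, cut at about 26% in these data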;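 note: 0% = ATP-challenged DMSO wells and 100% = DMSO wells without ATP; some compounds past the cut are filed as inactive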
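Test system: untransfected parental CHO cell line. Compound: one dose, 5.6 µM nominal. Detection: intracellular calcium via Fluo-8 no-wash fluorescent dye. Measure: % inhibition. Benchmarks: ATP-challenged DMSO wells low, unchallenged DMSO wells high.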
* = called active by the depositor; . = not tested or not shown.

SMILES | M1 ag parental | CHO-K1 Ca antag | TAAR1 agonist | CHRM1 agonist | CHO-K1 Ca PAM | CHRM1 PAM | CHRM1 antagonist | TAAR1 antag | CHO parental Ca
O=C(CN1CCc2ccccc2C1)Nc1cc(S(=O)(=O)N2CCOCC2)ccc1N1CCCC1 | 0.7 | -5 | 2 | -10 | 14 | -6 | 9 | -4 | -11
CCOc1ccc(S(=O)(=O)Nc2ccc(C(=O)NCC(c3ccc(OC)cc3)N3CCOCC3)cc2)cc1 (stereo not given) | -0.3 | -6 | 14 | -8 | -1 | 1 | -1 | -4 | -14
COc1ccc(NS(=O)(=O)c2cc(NS(=O)(=O)c3cc(C(=O)O)ccc3OC)ccc2C)cc1 | -0.4 | -13 | 3 | -4 | 10 | 6 | -8 | -6 | .
CC(=O)NCc1cccc(CNC(C)=O)n1 | 0.7 | -7 | 0 | -2 | 24 | 8 | -5 | -1 | 7
O=C1[C@@H]2Cc3c([nH]c4ccccc34)C(c3ccccc3)N2C(=O)CN1CCO (stereo not given in full) | 1.0 | -13 | 10 | -6 | 14 | 9 | -11 | -4 | -8
CCOC(=O)c1cn2nc(-c3ccc(OC)cc3)cc2nc1C1CCN(C(=O)OC(C)(C)C)CC1 | 0.1 | -7 | 1 | -3 | -4 | 3 | -3 | -23 | -5
CCOC(=O)N1CCN(C(=O)CCCCCn2c(=S)[nH]c3cc4c(cc3c2=O)OCO4)CC1 | 0.2 | -13 | -3 | -8 | 20 | 4 | -3 | -25 | -15
COc1cc2cc(CCOC(=O)N3CCCCC3)oc(=O)c2cc1OC | -0.1 | -3 | 3 | -4 | -20 | -3 | 8 | -5 | -5
C=CCN=C(NC#N)SCc1ccccc1 | 1.3 | -16 | 0 | -2 | 23 | 6 | -32 | -14 | 2
COc1ccc2nc(NCCCNC(=O)c3cc(OC)c(OC)c(OC)c3)c(C#N)cc2c1 | 1.2 | 21 | 8 | -4 | -7 | -3 | 5 | 7 | -23
CCOC(=O)C(NC(=O)CC)(Nc1nc2c(s1)CCCC2)C(F)(F)F (stereo not given) | -0.2 | 0 | 1 | -2 | -12 | -1 | 4 | -2 | -3
CC(Sc1nc2ccccc2s1)C(=O)Nc1ccc2c(c1)OCO2 (stereo not given) | 2.2 | -7 | . | 1 | 8 | 0 | 3 | . | -15
COCCNS(=O)(=O)c1cccn1-c1ncc(C(F)(F)F)cc1Cl | 2.8 | -19 | 6 | -1 | 16 | -4 | 0 | 0 | -4
NC(=O)Cn1cc(C(=O)C(=O)N2CCOCC2)c2ccccc21 | 0.3 | 2 | 2 | 0 | 8 | 6 | -11 | -12 | 2
CCOc1ccc(-c2n[nH]c(=S)c3ccccc23)cc1 | -0.7 | -12 | -1 | -6 | -20 | 10 | -17 | -17 | -16
CCOC(=O)c1sc(NC(=O)CN2CCN(c3ccccc3)CC2)nc1C | 1.3 | -8 | -2 | -5 | 21 | -2 | -10 | 5 | -20
Cc1ccc(OCC(=O)Nc2c[nH]c(=O)[nH]c2=O)cc1C | 1.3 | -1 | 6 | -7 | 21 | 16 | -3 | 8 | 8
CC(C)CCNC(=O)C(Cc1ccccc1)NS(=O)(=O)c1ccc2c(c1)c(=O)n(C)c(=O)n2C (stereo not given) | -0.5 | 0 | 0 | -13 | -3 | 5 | -3 | 1 | -13
O=C(C[C@H]1C/C=C\CCC(=O)OC[C@H]2CCCN2C1=O)NCCO | 0.0 | -5 | 5 | -2 | 3 | 0 | 2 | 5 | -1
CCCCn1c(=N)n(CC(O)COc2ccc(C)cc2)c2ccccc21 (stereo not given) | 4.8 | 8 | 20 | -3 | 12 | -1 | -1 | -21 | -2
CCOc1ccc(NC(=O)CN(C)S(=O)(=O)c2ccc3c(c2)CCC(=O)N3)cc1 | 2.0 | -15 | 1 | -2 | 11 | 3 | -22 | 1 | -16
O=C(Cn1nc(C(F)(F)F)c2c1CCC2)Nc1ccccc1C(F)(F)F | 0.4 | 2 | 13 | -2 | 10 | 10 | -20 | 5 | -20
CCOC(=O)[C@]12CCC=C1N(Cc1ccccc1)C(=O)[C@H](CC(=O)NCCc1ccccc1OC)C2 | -1.1 | -8 | 70* | . | -4 | . | . | 52* | .
COC(=O)c1cc2c(s1)-c1cc(F)ccc1OC2 | -0.2 | 15 | 3 | -2 | -8 | 8 | -10 | -14 | -8
N#Cc1c(NC(=O)CCC(=O)O)sc2c1CCCCC2 | -0.3 | -10 | 1 | 0 | 7 | -1 | 13 | 2 | -5

An excerpt of these results, with values under each structure:
Order of results – M1 ag parental | CHO-K1 Ca antag | TAAR1 agonist | CHRM1 agonist | CHO-K1 Ca PAM | CHRM1 PAM | CHRM1 antagonist | TAAR1 antag | CHO parental Ca
- CCOC(=O)C(NC(=O)CC)(Nc1nc2c(s1)CCCC2)C(F)(F)F (stereo not given)
  -0.2 | 0 | 1 | -2 | -12 | -1 | 4 | -2 | -3
- CC(Sc1nc2ccccc2s1)C(=O)Nc1ccc2c(c1)OCO2 (stereo not given)
  2.2 | -7 | . | 1 | 8 | 0 | 3 | . | -15
- COCCNS(=O)(=O)c1cccn1-c1ncc(C(F)(F)F)cc1Cl
  2.8 | -19 | 6 | -1 | 16 | -4 | 0 | 0 | -4
- NC(=O)Cn1cc(C(=O)C(=O)N2CCOCC2)c2ccccc21
  0.3 | 2 | 2 | 0 | 8 | 6 | -11 | -12 | 2
- CCOc1ccc(-c2n[nH]c(=S)c3ccccc23)cc1
  -0.7 | -12 | -1 | -6 | -20 | 10 | -17 | -17 | -16
- CCOC(=O)c1sc(NC(=O)CN2CCN(c3ccccc3)CC2)nc1C
  1.3 | -8 | -2 | -5 | 21 | -2 | -10 | 5 | -20
- Cc1ccc(OCC(=O)Nc2c[nH]c(=O)[nH]c2=O)cc1C
  1.3 | -1 | 6 | -7 | 21 | 16 | -3 | 8 | 8
- CC(C)CCNC(=O)C(Cc1ccccc1)NS(=O)(=O)c1ccc2c(c1)c(=O)n(C)c(=O)n2C (stereo not given)
  -0.5 | 0 | 0 | -13 | -3 | 5 | -3 | 1 | -13
- O=C(C[C@H]1C/C=C\CCC(=O)OC[C@H]2CCCN2C1=O)NCCO
  0.0 | -5 | 5 | -2 | 3 | 0 | 2 | 5 | -1
- CCCCn1c(=N)n(CC(O)COc2ccc(C)cc2)c2ccccc21 (stereo not given)
  4.8 | 8 | 20 | -3 | 12 | -1 | -1 | -21 | -2
- CCOc1ccc(NC(=O)CN(C)S(=O)(=O)c2ccc3c(c2)CCC(=O)N3)cc1
  2.0 | -15 | 1 | -2 | 11 | 3 | -22 | 1 | -16

Only M1 ag parental, CHRM1 agonist and CHRM1 PAM, for some of the entries so far:
SMILES | M1 ag parental | CHRM1 agonist | CHRM1 PAM
COc1ccc2nc(NCCCNC(=O)c3cc(OC)c(OC)c(OC)c3)c(C#N)cc2c1 | 1.2 | -4 | -3
CC(C)CCNC(=O)C(Cc1ccccc1)NS(=O)(=O)c1ccc2c(c1)c(=O)n(C)c(=O)n2C (stereo not given) | -0.5 | -13 | 5

The results go on.
SMILES | M1 ag parental | CHO-K1 Ca antag | TAAR1 agonist | CHRM1 agonist | CHO-K1 Ca PAM | CHRM1 PAM | CHRM1 antagonist | TAAR1 antag | CHO parental Ca
COc1ccc(NC(=S)NCc2ccccc2)c(OC)c1 | 0.9 | -9 | 9 | -6 | 6 | 11 | -9 | -1 | 5
CN(CC(=O)Nc1ccccc1Cl)C(=O)COC(=O)c1ccc(-c2ccc(O)cc2)cc1 | 1.2 | -9 | 3 | 1 | 5 | 6 | 0 | -16 | 0
S=c1[nH]c(-c2ccc(Cl)cc2)cs1 | 0.9 | -12 | 1 | -1 | 9 | 11 | -10 | -15 | 4
O=C(Nc1ccc(Oc2cccc3ccccc23)cc1)c1ccco1 | 1.9 | -5 | -3 | -3 | 10 | -7 | 8 | 10 | 7
CC[C@]12c3[nH]c4cc(-c5ccco5)ccc4c3CCN1C(=O)[C@@H](CC(=O)NCc1ccc(OC)c(OC)c1)C[C@@H]2C(=O)N1CCN(C(=O)c2ccco2)CC1 | 0.1 | -8 | 4 | -10 | 8 | -2 | -2 | -6 | -16
CSc1nc2nc3c(cn2n1)C(=O)CC(c1ccccc1)C3 (stereo not given) | 1.1 | -27 | 3 | -2 | -2 | -6 | 11 | 2 | -1
CCOC(=O)c1c(-c2ccc(C)cc2)csc1NC(=O)c1cc2ccccc2oc1=O | 0.7 | -9 | 2 | -3 | 8 | 8 | -18 | -11 | -12
Cc1ccc(C(=O)NNC2=NCCC2)cc1 | 0.2 | 4 | 2 | -3 | -12 | -10 | 16 | -5 | -11
O=C(CSc1ccc2ccccc2c1)NCCCN1CCCC1=O | 0.9 | -4 | 2 | -6 | 20 | 6 | -3 | -12 | -10
CCC(=O)N1CCC(C)(C(=O)Nc2nccc3ccccc23)C1 (stereo not given) | 0.2 | -8 | 0 | -1 | 14 | 15 | -16 | 13 | .
Cc1cc(C)cc(C(=O)Nc2ccc3[nH]c(=O)[nH]c3c2)c1 | -0.1 | 10 | 4 | -5 | -2 | -2 | -2 | -5 | 1
CC(=O)Nc1sc2c(c1CN1CCN(c3ccc(F)cc3)CC1)CCCC2 | 0.7 | -3 | 4 | -6 | 7 | -1 | -10 | 4 | -8
C[C@]12CC[C@H](O)CC1=C[C@H](O)C1C2CC[C@@]2(C)C1CC[C@@]2(O)C#Cc1ccc(CN)cc1 (stereo not given in full) | 0.3 | -7 | 3 | -8 | 8 | -4 | 3 | -18 | .
Cc1ccc(NC(=O)c2sc3nc(N)c(C#N)cc3c2N)cc1 | 4.8 | -2 | 9 | 6 | 3 | 4 | 1 | 18 | 7
CC(OC(=O)CCN=C1NS(=O)(=O)c2ccccc21)C(=O)Nc1ccc(N(C)C)cc1 (stereo not given) | 1.3 | -13 | 1 | -4 | -4 | 4 | 1 | -1 | -1
COc1cccc(/C=N/N(C)C2=NS(=O)(=O)c3ccccc32)c1O | -0.2 | -5 | 1 | -2 | 13 | 5 | -5 | -10 | 0
CCC(C)NC(=O)Cn1nc([N+](=O)[O-])c(Cl)c1C (stereo not given) | 0.6 | 10 | -3 | -5 | 6 | 10 | -16 | -18 | -13
COc1ccc(O)c(/C=N\NC(=O)CCn2nnc3ccccc32)c1 | 1.3 | 3 | 11 | 0 | 9 | 3 | 6 | 0 | -4
CCN(CC)CCn1c(=S)[nH]c2cc(Cl)ccc2c1=O | -0.7 | 16 | 7 | -9 | 1 | 2 | -5 | 1 | -7
CSc1nsc(/C=C/Nc2ccc(C)c(C)c2)c1C#N | 0.7 | 0 | 7 | -5 | 0 | 4 | -1 | 19 | -18
COc1ccc(-c2ccc(=O)n(Cc3ccccc3)n2)cc1 | 6.6 | -8 | -1 | 3 | 16 | 7 | -13 | 3 | 9
O=C(NCC1COc2ccccc2O1)C1CCCN(S(=O)(=O)c2cccc3cccnc23)C1 (stereo not given) | 1.1 | 25* | 13 | 1 | 2 | 8 | -1 | -5 | -15
CC1(C)Cc2c(sc3ncn4c(=S)[nH]nc4c23)CO1 | 0.9 | -3 | 0 | -1 | -1 | 1 | 16 | -17 | -1
COC(=O)COn1c(SC(C)C)nc2ccccc2c1=O | 0.6 | -10 | 13 | -6 | 17 | 3 | -3 | 0 | -11
